Screens from PubChem.
GLP1R cytotox = cytotoxicity in counter-screen for GLP-1R inverse agonists | HEK293 cAMP-luciferase reporter cells, luminescence, 24 h | Potency, µM (doses to about 38.3 µM), for the others: top-dose activity change, negative = inhibition, usual class: inhibitors | 0.13% of 410,000 active;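 note: loss of luciferase light is scored as toxicity; potency is the fitted concentration of half-maximal effect; % is set by controls: 0 for no effect and ±100 for the full control effect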
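1536-well qHTS counterscreen of the MLSMR; 200 cells/uL, 12 h pre-incubation, 23 nL cpd, 24 h at 37 deg C 5% CO2, luciferase detection reagent, 12 min RT, luminescence. Inhibition = undesired.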
KB-V1 MDR tox = kills drug-selected multidrug resistant KB-V1 cells; 3.4% of 400,000 active; Potency, µM (titrated, usually from 46.1 µM), without a hit: top-dose activity change, negative = cytotoxicity, most hits filed as cytotoxic; KB-V1 MDR cells viability, CellTiter-Glo, 72 h; note: potency is the fitted concentration of half-maximal effect; % is set by controls: 0 for no effect and ±100 for the full control effect; nearly all actives have a fitted effect of over 60% in size
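Cells of the MDR subline KB-V1 are plated, dosed with compound at multiple concentrations, and incubated 72 h at 37 degrees C; CellTiter-Glo is then added and luminescence read after 10 min.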
HT1080 IDH1KD tx = toxicity to HT-1080 IDH1 knockdown cells (counter line) | HT-1080 IDH1 knockdown viability, ATP luminescence, 48 h | Potency, µM (top dose mostly 46.1 µM), for the others: at the top dose activity, negative = toxicity, most hits filed as cytotoxic | 2% of 360,000 active | AID 686971;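 note: potency is the fitted concentration of half-maximal effect; 0% = DMSO wells and -100% = cell-free medium wells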
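Luminescent ATP read-out (CellTiter-Glo, 10 min at room temperature) after 48 h compound exposure at 37 °C gave viability of IDH1-knockdown HT-1080 cells. Activity was normalised to DMSO and cell-free wells, then fitted as concentration-response curves.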
SW480 rerep = induces DNA re-replication in SW480 colon adenocarcinoma cells; SW480 DNA re-replication, Hoechst DNA content imaging, 48 h; 1.8% of 340,000 active; Potency, µM (doses to about 46.1 µM), for the others: at the highest dose re-replication activation, most hits filed as activators; note: potency is the fitted concentration of half-maximal effect; % of control where 0% means no effect; nearly all actives have a fitted effect of over 55% in size
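Cells (250 per well) received 23 nL compound or DMSO by pin tool and were kept 48 hr at 37 C, 5% CO2. Nuclei were then stained with Hoechst for 40 min and scanned for DNA content.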
KB-3-1 cytotox = kills parental KB-3-1 adenocarcinoma cells; KB-3-1 viability, CellTiter-Glo ATP luminescence, 72 h; Potency, µM (series often up to 46.1 µM), inactives show top-dose activity change, negative = cytotoxic, usual class: cytotoxic; 1.4% of 400,000 active; note: potency is the fitted concentration of half-maximal effect; % is set by controls: 0 for no effect and ±100 for the full control effect; nearly all actives have a fitted effect of over 60% in size
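KB-3-1 cells, DMEM (no phenol red) + 10% FBS; compound by pin transfer, 72 h, 37 °C. Readout: CellTiter-Glo luminescence after 10 min. Data normalized, curve-fitted.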
IL1B secr inh = blocks inflammasome-driven IL-1 beta release. THP-1 LPS/ATP IL-1B secretion, AlphaLISA, 16 h; active compounds read low. activity change, % at 57.5 µM. 4.7% of 360,000 active. AID 743279; in the data active = activity change below about -50%; inconclusive = mostly about -30% to -49%; note: % is set by controls: 0 for no effect and ±100 for the full control effect
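THP-1 cells pretreated 1 hr with compounds (up to 57.5 uM final), then stimulated with LPS (250 ng/mL final) plus ATP (1.25 mM final); secreted IL-1B measured by AlphaLISA after 16 hr, decreased signal indicating inhibition.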
D3 ag = D3 dopamine receptor (human) agonism; 0.58% of 410,000 active; AID 652048; D3R DiscoveRx beta-arrestin cells, luminescence, 90 min; max activation, %; in the data active = max activation above about 30%; note: 0% is about no effect; mostly tested at two doses, the higher about 12 µM
Target sequence (P35462 whole entry, looked up): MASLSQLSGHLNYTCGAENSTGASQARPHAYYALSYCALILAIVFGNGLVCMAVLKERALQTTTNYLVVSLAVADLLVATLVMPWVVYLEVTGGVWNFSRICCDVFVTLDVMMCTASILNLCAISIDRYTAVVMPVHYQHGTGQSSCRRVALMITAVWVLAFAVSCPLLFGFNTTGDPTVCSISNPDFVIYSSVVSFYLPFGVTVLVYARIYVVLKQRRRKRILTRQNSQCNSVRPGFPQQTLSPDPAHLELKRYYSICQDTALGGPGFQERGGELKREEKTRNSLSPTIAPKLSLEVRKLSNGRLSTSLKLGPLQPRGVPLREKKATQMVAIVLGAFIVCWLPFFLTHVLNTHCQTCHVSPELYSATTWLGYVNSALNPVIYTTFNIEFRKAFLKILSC
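Cells at 1500/well, incubated overnight, then treated with pinned compounds (dopamine as control) for 90 min at 37 degrees C. DiscoveRx reagent added for 30 - 60 minutes at room temperature; luminescence read.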
MCF10A rereplic = DNA re-replication induction in MCF 10a cells; MCF 10A DNA re-replication, Hoechst nuclear intensity, 48 h; Potency, µM (titrated, usually from 46.1 µM), for inactives: top-dose activity, positive = re-replication, hits mostly activators; 2.9% of 350,000 active; AID 624296; note: potency is the fitted concentration of half-maximal effect; % of control where 0% means no effect; nearly all actives have a fitted effect of over 50% in size
HT1080-NT tox = kills 2HG-producing HT-1080-NT fibrosarcoma cells | HT-1080-NT fibrosarcoma viability, CellTiter-Glo ATP luminescence, 48 h | Potency, µM (highest dose often 46.1 µM), for inactives: at the top dose activity, negative = less viability, usual class: cytotoxic | 1.6% of 360,000 active;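 note: NT is the 2HG producing partner of a matched IDH1 knockdown line; potency is the fitted concentration of half-maximal effect; 0% = DMSO-treated cells and -100% = media-only wells without cells; nearly all actives have a fitted effect of over 55% in size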
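Luminescent CellTiter-Glo readout after 48 hours of compound exposure at 37 degrees C defined viability of HT-1080-NT cells. Activity was normalized to DMSO wells and cell-free media wells; concentration-response curves were fitted and assigned curve classes.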
* marks the source's active call; other numbers are inactive results; i = inactive; ? = inconclusive; . = not tested or not shown; & = joins results of further samples; [ ] = another dose, or the depositor's remark. Unless noted, calls come from the whole dose curve; as a rule, active = well fitted curve in the direction sought with a large enough effect; inconclusive = small, poorly fitted or top-dose-only effect, or another doubt; inactive = no such curve, though single readings can be large; an effect the other way counts as inactive or inconclusive.

Each structure is followed by: GLP1R cytotox	KB-V1 MDR tox	HT1080 IDH1KD tx	SW480 rerep	KB-3-1 cytotox	IL1B secr inh	D3 ag	MCF10A rereplic	HT1080-NT tox
CC(NC(=O)c1c2c(nc3ccccc13)C(=O)N(C1CCCCC1)C2)c1ccccc1 (stereo unspecified)
    -11%	-1%	.	.	-9%	.	-13	.	.
O=c1[nH]cnc(O)c1C(c1ccc2c(c1)OCO2)c1c(O)nc[nH]c1=O
    5%	12%	-2%	13%	-2%	19	2	?	2%
Cc1onc(-c2ccccc2)c1C(=O)N1CCCc2ccccc21
    -13%	0%	-5%	3%	4%	42	-2	-4%	5%
Cc1nn(-c2ccccc2)c(C)c1NC(=O)COC(=O)Cc1ccccc1F
    0%	17%	16%	-6%	4%	6	-2	-1%	0%
O=C(CCc1nnc(CCCCc2ccccc2)o1)NCCN1CCOC1=O
    11%	0%	6%	-1%	6%	19	7	10%	2%
Cc1ccc(OCC(=O)N2CCc3ccccc3C2)c(C)c1
    -4%	-5%	-7%	1%	-11%	?	-11	-2%	-3%
Cc1oc2cc3oc(=O)c(CC(=O)N[C@H](C(=O)N[C@@H](C(=O)O)c4ccccc4)C(C)C)c(C)c3cc2c1C
    -1%	14%	12%	-5%	0%	-11	7	4%	4%
O=C(O)/C=C/c1cccc(NC(=O)c2ccc(Cl)cc2)c1
    -3%[7.66 µM]	-10%	-7%	-5%	-1%	22	-2	-3%	-23%
COc1cccc(/C(O)=C2/C(=O)C(=O)N(CCN3CCOCC3)C2c2cccnc2)c1 (stereo unspecified)
    -2%	20%	16%	-5%	8%	1	-11	6%	8%
O=C1NCCN1Cc1ccc(F)cc1
    -9%	4%	3%	-9%	1%	-6	1	-2%	12%
Cc1ccc(S(=O)(=O)N2CCCCC2)cc1C(=O)Nc1ccccn1
    8%	-29%	2%	9%	0%	i	2	-5%	7%
O=C(CSc1nnc(-c2ccccc2Cl)o1)N1CCOCC1
    -2%	-24%	23%	-5%	20%	2	8	2%	19%
CC1CC(C)CN(S(=O)(=O)c2ccccc2[N+](=O)[O-])C1 (stereo unspecified)
    7%	?	3%	1%	2%	-13	5	16%	10%
COc1ccc(NC(=O)c2ccc3c(SCC(=O)O)c4c(nc3c2)CCCC4)cc1OC
    -10%	-16%	.	.	0%	.	1	.	.
O=C(CSc1nc2c(c(=O)[nH]1)CCCC2)Nc1ccc(Br)cc1
    4%	5%	.	.	-5%	.	1	.	.

Other structures follow:
Each structure is followed by: GLP1R cytotox	KB-V1 MDR tox	HT1080 IDH1KD tx	SW480 rerep	KB-3-1 cytotox	IL1B secr inh	D3 ag	MCF10A rereplic	HT1080-NT tox
CCN(CC)S(=O)(=O)c1ccc2oc(C(=O)N3CCOCC3)c(C)c2c1
    2%	-19%	8%	1%	13%	0	4	-8%	2%
CC(C)CCNC(=O)CSc1nnc(-c2ccc(S(=O)(=O)N3CCCC3)cc2)n1C
    8%	1%	0%	5%	3%	13	5	18%	3%
COc1ccccc1C(CNC(=O)c1ccc(S(=O)(=O)N2CCCCC2)cc1)N(C)C (stereo unspecified)
    -16%	12%	-3%	-12%	1%	11	2	13%	7%
CC(=O)c1ccc(NC(=O)Nc2ccccc2)cc1
    -28%	1%	8%[9.24 µM]	1%	-3%	-59*	-1	?	?
O=C(O)CNC(=O)C1(N2C(=O)c3ccccc3C2=O)CCCC1
    0%	5%	14%	-5%	6%	5	1	-3%	12%
CCCOc1ccc(C2(C(=O)O)CCCC2)cc1
    3%	9%	2%	1%	0%	5	7	-3%	4%
O=C1/C(=C/c2cccnc2)Oc2cc(OS(=O)(=O)c3ccc(Cl)cc3)ccc21
    -10%	-14%	7%	.	-1%	20	12	.	-1%
COc1ccccc1-c1cc(C(=O)N2CCOCC2)no1
    -8%	-4%	3%	-29%	3%	-12	1	-11%	-3%
Cc1ccccc1N1CCN(C2=NC(=O)/C(=C/c3cn[nH]c3-c3ccccc3)S2)CC1
    0%	-2%	0%	-2%	-17%	7	-17	-3%	6%
CCC(Oc1ccc(F)cc1)C(=O)Nc1cc(-c2ccc(C)cc2)no1 (stereo unspecified)
    4%	0%	.	.	2%	.	-7	.	.
CCN1C(=NCCCCO)N[C@@H](c2cccc(C(F)(F)F)c2)C(C(=O)OC)=C1C
    2%	-1%	-10%	-3%	-10%	-23	-14	1%	-8%
CCOC(=O)c1ccc2c(c1)N(CC(=O)Nc1cc(F)ccc1F)C(=O)c1ccccc1S2
    -4%	?	.	.	-9%	.	9	.	.
CC(=O)c1cc(-c2ccccc2)n(CCC(=O)NCCc2ccccc2)c1C
    -7%	-15%	.	.	-9%	.	1	.	.
Cc1cccc(C2NC(c3cccc(C)c3)C([N+](=O)[O-])C(C)(C)C2[N+](=O)[O-])c1 (stereo unspecified)
    19%	-19%	8%	?	-12%	-8	-6	5%	4%
Cc1ccc(SCC(=O)NC(=O)NCc2ccco2)c(C)c1
    10%	-5%	-13%	0%	14%	9	0	1%	-5%

The list continues.
Each structure is followed by: GLP1R cytotox	KB-V1 MDR tox	HT1080 IDH1KD tx	SW480 rerep	KB-3-1 cytotox	IL1B secr inh	D3 ag	MCF10A rereplic	HT1080-NT tox
O=C(NCCc1ccccc1)C1CCC(CNS(=O)(=O)c2cccs2)CC1 (stereo unspecified)
    -2%	-24%	-10%	-1%	-2%	-10	5	28%	-1%
C=CCN1CN(S(=O)(=O)c2cccs2)c2nc3ccccc3nc21
    0%	3%	3%	-9%	10%	22	12	2%	12%
CC(C)COP(=O)(CNC(=O)CN1C(=O)c2ccccc2S1(=O)=O)OCC(C)C
    -1%	21%	8%	0%	4%	25	4	-7%	19%
COC(=O)c1ccc2nc(-c3ccc(Cl)cc3)c(Cc3ccccc3OC)n2c1
    -5%	6%	-6%	.	0%	0	1	.	-3%
CCOc1ccccc1N(C(=O)c1snc(C(N)=O)c1N)C(C(=O)NC1CCCC1)c1cccs1 (stereo unspecified)
    10%	?	-13%	?	-8%	?	1	?	-1%
COc1ccc(OC)c(NC(=O)Cn2cnc3c(oc4ccccc43)c2=O)c1
    6%	14%	.	.	11%	.	7	.	.
CN1CCCC(CN2c3ccccc3Sc3ccccc32)C1 (stereo unspecified)
    -20%	?	21µM*	?	0%	?	-43&-15	-25%&4%	?
O=C(Nc1ccc(Br)cc1)C1CC(O)CN1C(=O)Oc1ccccc1 (stereo unspecified)
    2%	-5%	13%	-4%	11%	7	-1	-3%	-4%
CCc1ccccc1NC(=O)c1cnc(N2CCCCC2)c2ccccc12
    -5%	-8%	.	.	0%	.	6	.	.
COc1ccc2nc(N(CCN(C)C)C(=O)/C=C/c3cccs3)sc2c1
    -8%	-10%	?	3%	?	-68*	-12	26%	-20%
O=c1c2cnn(-c3ccccc3)c2nc(-c2cccs2)n1-c1ccc(Cl)cc1
    -3%	0%	4%	-6%	4%	26	-10	?	2%
COC(=O)Nc1ccc(S(=O)(=O)N2CCC(Cc3ccccc3)CC2)cc1
    10%	-21%	-24%	-2%	-10%	?	-4	6%	-7%
CCCC(=O)C1=C(N(C)c2ccccc2)CC(C)(C)CC1=O
    11%	7%	14%	-4%	1%	13	-1	-2%	2%
CC1CCCN(C(=O)c2ccc(CSc3nc4ccncc4n3Cc3ccccc3)cc2)C1 (stereo unspecified)
    0%	-12%	.	.	-18%	.	-8	.	.
CCS(=O)c1ccccc1C(=O)OCC(=O)N1CCC(c2ccccc2)=N1 (stereo unspecified)
    -4%	?	0%	-41%[inhibitor]	-4%	?	1	12%	-9%

Next structures follow:
Each structure is followed by: GLP1R cytotox	KB-V1 MDR tox	HT1080 IDH1KD tx	SW480 rerep	KB-3-1 cytotox	IL1B secr inh	D3 ag	MCF10A rereplic	HT1080-NT tox
CCNS(=O)(=O)c1ccc(CCC(=O)Nc2ccccc2C(=O)OC)cc1
    -15%	-10%	0%	4%	0%	14	-8	1%	2%
COc1ccc(NC(=O)CN2C(=O)COc3ccc(C)cc32)cc1
    4%	6%	10%	-23%	21%	-3	-9	13%	11%
O=C(CN1C(=O)C2C3C=CC(C4CC34)C2C1=O)OCC(=O)c1ccccc1 (stereo unspecified)
    18%	-3%	2%	7%	-4%	0	-7	3%	-1%
Cc1noc(Cn2c(=O)c3ccccc3n(CC(=O)Nc3ccccc3C(F)(F)F)c2=O)n1
    -6%	3%	.	.	8%	.	5	.	.
COc1ccc2nc(NC(=O)C3CCN(S(=O)(=O)c4cccnc4)CC3)sc2c1
    2%	-25%	-4%	19%	-4%	-23	3	24%	-1%
COc1ccc(Cl)cc1NC(=O)CN(C)C(C)C(=O)NC(=O)NC1CCCCC1 (stereo unspecified)
    ?	?	-11%	0%	-16%	?	1	?	-9%
COc1cc(/C=N/Nc2ncc(C(F)(F)F)cc2Cl)cc(OC)c1OC
    ?	?	-10%	7.3µM*	-1%	-9	3	?	-9%
COc1ccc(CC(=S)NCCc2ccccc2)cc1
    -1%	-1%	-1%	0%	-1%	79	0	2%	-1%
Cc1ccc(N(CC(=O)NC2CCCCC2)C(=O)CNC(=O)c2ccco2)cc1C
    -5%	?	2%	0%	3%	-3	-1	-5%	3%
O=C(NCC1CCCN1S(=O)(=O)c1cccs1)C(=O)Nc1ccc(F)cc1F (stereo unspecified)
    2%	6%	0%	0%	0%	1	-8	3%	-3%
Cc1ccccc1-n1c(SCc2cccc(F)c2)nc2[nH]ncc2c1=O
    -19%	2%	?	7%	9%	-74*	5	15%	?
CC(=O)N1CCc2cc(S(=O)(=O)CCC(=O)Nc3ccc(Cl)cc3F)ccc21
    9%	28%	2%	?	-13%	-7	-3	6%	1%
Cc1ccccc1Nc1c(-c2ccsc2)nc2c(C)cccn12
    -3%	-8%	.	.	?	.	3	.	.
CC(=O)c1cc(-c2ccccc2)n(CCC(=O)NC(C)c2ccccc2)c1C (stereo unspecified)
    3%	0%	.	.	-1%	.	7	.	.
CCOC(=O)c1cc2c(=O)n3ccccc3nc2n(Cc2ccco2)c1=NC(=O)c1ccccc1OC
    113%&66%[activator]	-24%	-8%	0%	25%	?	3&11	4%	-5%
